Bioassay records from PubChem.
hcGAS inh: blocks human cGAS activity; recombinant h-cGAS, ATP depletion, Kinase-Glo luminescence; inhibition, % at 12.5 µM; 0.081% of 290,000 active;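 note: 0% = vehicle reaction and 100% = reaction without DNA for no activity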
Target sequence (Q8N884 whole entry, looked up): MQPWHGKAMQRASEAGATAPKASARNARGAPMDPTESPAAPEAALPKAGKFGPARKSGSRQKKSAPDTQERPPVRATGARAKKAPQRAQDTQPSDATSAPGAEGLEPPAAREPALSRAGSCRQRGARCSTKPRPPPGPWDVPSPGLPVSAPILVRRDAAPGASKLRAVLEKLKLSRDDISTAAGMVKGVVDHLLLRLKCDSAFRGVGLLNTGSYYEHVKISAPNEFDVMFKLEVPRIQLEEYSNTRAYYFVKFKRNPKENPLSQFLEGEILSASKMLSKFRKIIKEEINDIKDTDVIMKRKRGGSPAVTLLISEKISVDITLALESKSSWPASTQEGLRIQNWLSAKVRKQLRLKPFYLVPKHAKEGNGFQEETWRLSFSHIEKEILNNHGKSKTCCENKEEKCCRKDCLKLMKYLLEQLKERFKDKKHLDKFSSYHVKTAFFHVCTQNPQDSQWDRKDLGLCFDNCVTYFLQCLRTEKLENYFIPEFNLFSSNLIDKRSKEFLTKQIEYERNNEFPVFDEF
NPYLR7 agonist: mosquito NPYLR7 agonism. HEK293T NPYLR7/Galpha15, GCaMP6s calcium fluorescence. activation, % at 10 µM. 0.15% of 270,000 active. AID 1259423; in the data active = activation above about 40%;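 note: 0% = vehicle and 100% = reference agonist at the receptor; some compounds past the cut are filed as inactive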
mcGAS lum: blocks mouse cGAS activity. Q8C6L5. recombinant cGAS, Kinase-Glo ATP depletion luminescence. inhibition, % at 12.5 µM. 0.15% of 160,000 active. AID 1259399;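 note: 0% = negative control wells and 100% = reference inhibitor with no enzyme activity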
An asterisk follows results filed as active; . = no result given; & = joins results of further samples. Cut-off read from the data, not from the text of the source, unless noted: active = inhibition above about 40%; inactive = the rest.

SMILES	hcGAS inh	NPYLR7 agonist	mcGAS lum
O=[N+]([O-])c1ccc2[nH]c(O)c(N=NCc3ccccc3)c2c1	-5	11	.
c1ccc(-c2nnc(N3CCOCC3)c3ccccc23)cc1	-5	3	-5
CC(C)(C)c1cc(NCCCn2ccnc2)n2ncc(-c3ccccc3Cl)c2n1	2	0	-1
COc1ccc(-n2nc(C(=O)NCC3CCCO3)c(=O)n(Cc3ccccc3Cl)c2=O)cc1OC (configuration not stated)	-8	.	-6
COC(=O)c1cc(S(=O)(=O)N(C)c2ccc(S(C)(=O)=O)cc2)ccc1O	-9	-3	.
O=C(O)c1ccccc1C1CCN(C/C=C/c2ccccc2)C1 (configuration not stated)	-6	.	-12
CS(=O)(=O)CCC(NC(=O)OCc1ccccc1)C(=O)N1CCCCCC1 (configuration not stated)	-5	13	.
CC(=O)Nc1ccc(C2=Nn3c(nnc(C)c3=O)SC2)cc1	3	5	.
O=C(Nc1cccc2ncccc12)C1CC2CCCC(C1)C2=O (configuration not stated)	-11	9	.
O=S1(=O)N=C(Cc2cccnc2)Nc2ccccc21	4	1	.
Cc1noc(C)c1NC(=O)N1CCN(Cc2ccccc2)C(C)(C)C1	-3	6	.
O=C(O)c1cc(F)cc(S(=O)(=O)Cl)c1Br	0	5	.
CN(C)CCCn1c(-c2ccccc2)cc(=S)c2c1CCCC2	-6	-9	-9
OC(c1ccccc1)(c1ccccc1)c1ccc(CN(Cc2ccco2)CC2CCCO2)o1 (configuration not stated)	-4	13	-4
O=C(Nc1nnc(SCC(=O)N2CCc3ccccc32)s1)c1ccccc1C(F)(F)F	-4	3	-6
O=C(Nc1ccc(O)c(-c2nc3ccccc3o2)c1)c1ccc(Cl)cc1Cl	-4	-3	0
Cc1noc(C)c1CSc1ncnc2sc3c(c12)CCC(C)C3 (configuration not stated)	-4	9	-3
COCc1nn2c(ncc3c(=O)n(NC(=O)c4ccccc4)ccc32)c1-c1ccc(F)cc1	-8	2	.
O=S(=O)(NC1CC2CCC(C1)N2Cc1ccc2c(c1)OCO2)c1ccccc1 (configuration not stated)	-6	6	-6
CC[n+]1c(C)n(-c2ccccc2)c2cc(Cl)c(Cl)cc21	-6	2	-5
Cn1cnnc1-c1ccccc1NC(=O)C1CCCc2ccccc21 (configuration not stated)	-15	5	.
COc1ccccc1CC(=O)N1CCC2(CN(C)C(=O)O2)C1 (configuration not stated)	-3	0	.
C[C@]12CCC(=O)C=C1CC[C@@H]1[C@@H]2[C@@H](O)C[C@@]2(C)[C@H]1CC[C@]2(O)C(=O)COC(=O)CCC(=O)O	-3&0	-10&-4	-2
Cc1cc(NC(=O)Cc2ccc(N3CCCC3=O)cc2)nc(C(C)C)n1	-6	3	-16
Cc1nnc(-c2cc3ccccc3n2Cc2ccc(Cl)cc2)o1	-2	-3	-9
Cc1ccc(NC(=O)c2coc(CN3CCN(Cc4ccoc4)CC3)n2)cc1F	-4	.	-4
Cc1[nH]n(-c2ccccc2)c(=O)c1N=Nc1ccccc1C(=O)N1CCCCC1	-1	-1	-4
c1ccc(CCc2cn(CC3COc4ccccc4O3)nn2)cc1 (configuration not stated)	-2	-1	.
CCN(C(=O)CN(C)C1CCC(CO)CC1)C1CC1 (configuration not stated)	-9	3	.
Cc1[nH]c2ccccc2c1SCC(=O)N1CCCCCC1	-3	0	.
NC(=O)[C@@H]1CCCN1c1ccc(-c2nc(-c3ccccc3F)no2)cn1	-21	15	-18
CCC(c1ccccc1)C1CCCN1C(=O)CCn1cnc2sccc2c1=O (configuration not stated)	-7	8	-11
O=C(O)CN1C(=O)c2cccc3c(I)cc(Br)c1c23	20	4	7
CCC(CC)=NNC(=O)Cc1cn2ccsc2n1	-3	2	-4
CCOC(=O)C1CCN(C(=O)c2ccc(CSc3nc(N4CCOCC4)cc(C(C)(C)C)n3)o2)CC1	-6	-1	-2
Cc1cc(NC(=O)c2ccc(N3CCCC3)nn2)n(C(C)(C)C)n1	-4	-2	.
COCCN(CC(=O)Nc1cc(-c2ccccc2)nn1-c1ccc(F)cc1)C(=O)Nc1cc(OC)cc(OC)c1	-15	-5	-7
CCOC(=O)NNC(=O)c1cc2c(C)cc(C)cc2[nH]1	-12	2	.
NC(=O)c1ccc(NCC(=O)N(Cc2ccccc2)C2CC2)cc1Cl	5	-4	.
CCc1nnc(NC(=O)CSc2nnc(NC(=O)c3ccc(C(=O)c4ccccc4)cc3)s2)s1	-3	-6	.

As a short view, part of the list above.
SMILES	hcGAS inh	NPYLR7 agonist	mcGAS lum
O=[N+]([O-])c1ccc2[nH]c(O)c(N=NCc3ccccc3)c2c1	-5	11	.
c1ccc(-c2nnc(N3CCOCC3)c3ccccc23)cc1	-5	3	-5
CC(C)(C)c1cc(NCCCn2ccnc2)n2ncc(-c3ccccc3Cl)c2n1	2	0	-1
COc1ccc(-n2nc(C(=O)NCC3CCCO3)c(=O)n(Cc3ccccc3Cl)c2=O)cc1OC (configuration not stated)	-8	.	-6
COC(=O)c1cc(S(=O)(=O)N(C)c2ccc(S(C)(=O)=O)cc2)ccc1O	-9	-3	.
O=C(O)c1ccccc1C1CCN(C/C=C/c2ccccc2)C1 (configuration not stated)	-6	.	-12
CS(=O)(=O)CCC(NC(=O)OCc1ccccc1)C(=O)N1CCCCCC1 (configuration not stated)	-5	13	.
CC(=O)Nc1ccc(C2=Nn3c(nnc(C)c3=O)SC2)cc1	3	5	.
O=C(Nc1cccc2ncccc12)C1CC2CCCC(C1)C2=O (configuration not stated)	-11	9	.
O=S1(=O)N=C(Cc2cccnc2)Nc2ccccc21	4	1	.
Cc1noc(C)c1NC(=O)N1CCN(Cc2ccccc2)C(C)(C)C1	-3	6	.
O=C(O)c1cc(F)cc(S(=O)(=O)Cl)c1Br	0	5	.
CN(C)CCCn1c(-c2ccccc2)cc(=S)c2c1CCCC2	-6	-9	-9
OC(c1ccccc1)(c1ccccc1)c1ccc(CN(Cc2ccco2)CC2CCCO2)o1 (configuration not stated)	-4	13	-4

Later entries.
SMILES	hcGAS inh	NPYLR7 agonist	mcGAS lum
Cc1ccc(NC2CC(=O)N(N(C)C)C2=O)cc1 (configuration not stated)	1	-13	.
OCCN1CCN(C2CCN(Cc3ccco3)CC2)CC1	-5	14	-4
COCCNC(=O)c1coc(CN(Cc2ccc(C(F)(F)F)cc2)Cc2ccc3c(c2)OCO3)n1	-2	17	-6
O=C(N1CCN(c2ncnc3c2nnn3Cc2ccccc2)CC1)C12CC3CC(CC(C3)C1)C2	2	-2	-5
COC(=O)c1ccc(NC(=O)CN(C)Cc2ccccc2OC)cc1	-6	3	.
CN1CCN(n2c3c(c(SCC(=O)Nc4ccc5c(c4)OCO5)nc2=O)CCCC3)CC1	-6	2	-7
Cc1csc(NC(=O)COc2c(C)cc(Cl)cc2C)n1	-9	-7	.
O=C(CN1C(=O)C2C3C=CC(C3)C2C1=O)NCC12CC3CC(CC(C3)C1)C2 (configuration not stated)	-7	-1	-7
O=C1Cn2c3c(c4cccc(c42)N1)CN(Cc1ccccc1)CC3	3	-6	.
CCOC(=O)N1CCN(C2CCCN(Cc3cccn3-c3nccs3)C2)CC1 (configuration not stated)	-9	-1	.
CC(=O)c1cccc(NC(=O)CC2S/C(=N/N=C\c3ccc(C)o3)NC2=O)c1 (configuration not stated)	-15	13	.
O=C(O)CSc1nnc(C2CCCNC2)n1-c1cccc(Cl)c1 (configuration not stated)	-8	2	-8
O=C(NCCF)c1ccc(-c2cc(-c3ccc(N4CCCCC4)cc3)n[nH]2)cc1	1	.	-4
Cc1cc(CN2CCN(C(=O)Nc3ccccc3Oc3ccccc3)CC2)on1	-3	6	.
O=C(C=Cc1cccc(F)c1)N1CCN(S(=O)(=O)c2ccccc2)CC1	-1	11	.
CCCNCC(=O)N(CCc1c[nH]c2ccccc12)Cc1ccc(OC)c(OC)c1	-10	-3	-6
OC(COc1ccccc1)CN(Cc1cccc(F)c1)CC1CC(c2ccccc2Cl)=NO1 (configuration not stated)	-5	-4	-5
CCOc1ccc(-c2cc(C(=O)N3CCN(c4ccc(Cl)cc4)CC3)c3ccccc3n2)cc1	-1	-8	1
CCc1ccccc1NC(=O)NCCn1nc(-c2ccccc2)ccc1=O	-7	6	-10
CCCCC(=O)NC(CCSC)c1nc2ccccc2[nH]1 (configuration not stated)	-6	11	-5
COc1ccc(CN2CCCn3cccc3C2c2ccc(C(F)(F)F)cc2)c(OC)c1 (configuration not stated)	-4	2	.
CC(C)c1ocnc1C(=O)N(C)c1cc(C#N)c2ccccc2n1	-10	10	.
CCCCCC1CC(CSc2ncn[nH]2)OC1=O (configuration not stated)	6	2	.
CCC(CO)N(Cc1ccsc1)C(=O)c1cccc(F)c1OC (configuration not stated)	-7	-2	-17
O=C(C1=C(O)C(=O)N(CCN2CCOCC2)C1c1ccc([N+](=O)[O-])cc1)c1cccs1 (configuration not stated)	-1	5	-4
Cc1ccc(C(O)=C2C(=O)C(=O)N(CCCN(C)C)C2c2ccc(F)cc2)cc1 (configuration not stated)	-7	-6	.
COCCN(Cc1c(-c2ccccc2)noc1N1CCSCC1)C(=O)Nc1ccc(C)cc1	-6	.	-5
COCCNC(=O)c1coc(CN(Cc2cccc(Oc3ccccc3)c2)C(C)c2ccccc2)n1 (configuration not stated)	-4	.	-5
O=C(Nc1nnc([C@H]2C[C@H](O)[C@@H](CO)O2)s1)Nc1ccccc1Oc1ccccc1	-2	-1	-2
CN(Cc1ccc(C(=O)Nc2ccc3c(c2)CC(=O)N3)cc1)CC1CCCO1 (configuration not stated)	1	.	-7
O=[N+]([O-])c1ccc(C=C2CCC(C=NN=Cc3cccc(Br)c3)=C2N2CCOCC2)cc1	-8	-3	-6
O=C(Nc1ccccc1-c1ccccc1)Nc1c[nH]c2ccccc12	-2	4	-8
COC(=O)c1ccc(NC(=O)C2=CC(C)(C)COc3ccc(OC)cc32)cc1	9	1	-2
Cc1noc(C)c1S(=O)(=O)N1CCCNCC1	-2	2	.
N#Cc1cccc(OCCN2CCC3(CC2)CC3c2nnc3n2CCCCC3)c1 (configuration not stated)	-8	-7	.
CCOc1ccc(-c2nnc3ccc(SCc4ccc(C(=O)OC)o4)nn23)cc1	-6	6	-8
O=C(CCCn1cncn1)N1CCc2[nH]nc(-c3cccc4ccccc34)c2C1	-3	14	-12
Cc1cc(C)cc(COc2coc(CN3CCN(C(=O)c4c(Cl)cc(Cl)cc4Cl)CC3)cc2=O)c1	0	15	-6
Cc1cccc(NCC(=O)N2CCc3ccccc32)c1C(=O)N1CCCC1	-2	8	.
COc1cc2c(cc1OC)C(CNC(=O)CC(C)C)N(C(=O)Nc1cccc(F)c1)CC2 (configuration not stated)	4	0	0
C=CC[C@@H]1CC=C[C@@H](C)N1Cc1ccc(C(=O)Nc2ccnn2C)cc1	-2	20	-9
O=C(c1ccc2nc[nH]c2c1)N1CCC(N2CCCC(C(=O)N3CCCC3)C2)CC1 (configuration not stated)	-7	23	.
CCN1CCN(Cc2cc(C)cc(CN3CC[C@](C)(O)[C@@H](O)C3)c2C)CC1	-8	.	-4
C#CCCOC(=O)C(C)NS(=O)(=O)c1c(C)nn(C)c1C (configuration not stated)	2	-3	.
Cn1cc(CN2CCC(C(N)=O)CC2)c(-c2cccc(Cl)c2)n1	-4	21	.
COc1ccc2c(c1)OC(C)CN(CCNC(=O)c1cc3cc(F)ccc3[nH]1)C2 (configuration not stated)	-3	0	-2
Cc1noc(C)c1S(=O)(=O)N1CCCC(C(=O)N2CCN(c3ccccc3)CC2)C1 (configuration not stated)	-6	0	.
COCCN(Cc1cc(NC(=O)c2cccc(F)c2)ccc1N(C)C)C(=O)Nc1cccc(F)c1	-3	10	-3
CS(=O)(=O)c1ccc(N2CCc3c(sc(N)c3C#N)C2)c(S(C)(=O)=O)c1	-4	3	.
COc1ccc(N2CCN(C3CCCN(C(=O)CC4=CCCCC4)C3)CC2)cc1 (configuration not stated)	-3	-4	-9
CCOC(=O)c1c(C)nn(-c2ccc(C(=O)N3CCC[C@H]3C(=O)OCc3ccccc3)cc2)c1C	-1	4	-2
FC(F)(F)Oc1cccc(-c2cc3c(cn2)ncn3CCN2CCOCC2)c1	-5	0	-5
CCOCCCN(CC(=O)OCc1ccccc1)CC(=O)N(CCc1ccccc1)Cc1ccc(C)o1	-3	5	-7
CC(C)C(=O)NCCNC(=O)c1nonc1N	-9	7	.
Cn1c(=O)[nH]c(=O)c2c1nc(NC1CCCCC1)n2CCCc1ccccc1	-5	-1	.
COC(=O)c1n[nH]c2ccc(NC(=O)C3CCC3)cc12	7	5	.
COCCC(=O)Nc1ccc(S(C)=O)cc1 (configuration not stated)	-3	1	-15
O=[N+]([O-])c1ccc(OS(=O)(=O)c2cccc(C(F)(F)F)c2)c(-c2nc3ccccc3o2)c1	0	4	1
O=C(Nn1cnc2c(cnn2-c2ccccc2)c1=O)c1ccc2c(c1)OCO2	-6	5	.
CC(C)(C)NC(=O)CNc1ccc(C#N)cc1[N+](=O)[O-]	-5	21	-5

Shown with values under each structure: entries from further up.
The line under a structure holds: hcGAS inh	NPYLR7 agonist	mcGAS lum
Cc1ccc(NC(=O)c2coc(CN3CCN(Cc4ccoc4)CC3)n2)cc1F
 : -4	.	-4
Cc1[nH]n(-c2ccccc2)c(=O)c1N=Nc1ccccc1C(=O)N1CCCCC1
 : -1	-1	-4

(list continues)
SMILES	hcGAS inh	NPYLR7 agonist	mcGAS lum
COC(=O)CCCn1cnc(-c2ccccc2)c1-c1ccco1	-13	15	.
OCc1ccccc1-c1ccc2[nH]ncc2c1	-6	7	-18
COc1ccc(S(=O)(=O)NCC(c2ccc3c(c2)CCCN3C)N(C)C)cc1 (configuration not stated)	2	3	-7
CCN1CC(CN(C)Cc2nc(-c3ccccn3)no2)CC1=O (configuration not stated)	-7	-6	.
O=[N+]([O-])c1ccc(C=NC2=NN(c3cccc(C(F)(F)F)c3)CC2)o1	-5	3	-5
O=C(Nc1ccccc1Oc1cccnc1)C1CCCN(C(=O)CCc2ccncc2)C1 (configuration not stated)	21	4	.
O=C(NCc1ccncc1)c1ccc(CSc2nnc(-c3ccccc3Cl)n2-c2cccc(Cl)c2)cc1	-11	16	-4
